High-throughput results (PubChem)
NR2F2 inh – NR2F2 transcriptional activity inhibitors, primary screen, cell-based, luciferase reporter, HEK293T, luminescence. hit rate 0.7% among 370,000. inhibition, % at 8.6 µM. AID 686940, 2013. COUP transcription factor 2 (Homo sapiens), P24468. HEK293T NGFI-A luciferase reporter;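 active means inhibition above a per-plate cutoff, mean inhibition of test wells between control levels plus 3 SD, cut at about 38% in these data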;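 further: cells cotransfected with COUP-TFII expression vector driving the NGFI-A reporter; 0% = median of COUP-TF2 test wells and 100% = reporter-only cells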
Target sequence (P24468 whole entry, looked up): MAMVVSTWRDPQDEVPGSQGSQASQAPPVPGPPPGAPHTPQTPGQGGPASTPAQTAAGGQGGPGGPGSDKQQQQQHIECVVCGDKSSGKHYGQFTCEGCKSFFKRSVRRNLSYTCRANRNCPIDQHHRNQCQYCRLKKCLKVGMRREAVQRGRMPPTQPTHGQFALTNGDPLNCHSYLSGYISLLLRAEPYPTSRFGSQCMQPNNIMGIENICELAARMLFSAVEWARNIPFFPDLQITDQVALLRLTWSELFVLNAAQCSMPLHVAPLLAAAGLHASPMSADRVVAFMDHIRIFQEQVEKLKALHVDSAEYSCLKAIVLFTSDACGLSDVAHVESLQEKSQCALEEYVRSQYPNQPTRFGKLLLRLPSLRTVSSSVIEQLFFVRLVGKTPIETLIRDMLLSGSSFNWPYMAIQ
EBV LMP1 NFkB – EBV LMP1-driven NF-kappaB luciferase reporter inhibitors, primary screen, cell-based, luminescence, single point. inhibition, % at 12.5 µM. LMP1-induced NF-kappaB luciferase reporter cells. hit rate 0.69% among 350,000; in the data active means inhibition above about 41%;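 further: 0% = neutral control wells and 100% = reference inhibitor control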
TROY NFkB inh – inhibitors of TROY-driven NF-kB signaling, primary screen, Q293 LMP1-TROYcd cells, NF-kB luciferase, uHTS; hit rate 0.98% among 360,000; inhibition, % at 10 µM; Q293 LMP1-TROYcd NF-kB luciferase reporter, 4 h; AID 1347056, 2019;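 active means compounds whose plate-normalised and pattern-corrected inhibition of the luciferase reporter signal at the single screening dose is 50% or more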
NCOA3 inh – SRC3 coactivator transcriptional activity inhibitors, primary screen, cell-based, luminescence; Nuclear receptor coactivator 3 (Homo sapiens), Q9Y6Q9; HEK293 GAL4-SRC3 luciferase reporter; inhibition, % at 3.6 µM; hit rate 0.17% among 360,000; AID 588352, 2011;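 active means inhibition above a per-campaign cutoff, the mean of all compounds plus 3 SD, cut at about 60% in these data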;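 further: 0% = DMSO-treated cells and 100% = gossypol-treated cells at 36 µM; higher means less SRC3-driven luciferase light from the GAL4 reporter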
TLR9-MyD88 inh – inhibitors of TLR9-MyD88 association in cells, primary screen, cell-based, CHO, BLA complementation, fluorescence. Toll-like receptor 9 (Homo sapiens) + Myeloid differentiation primary response protein …. CCF4 FRET ratio. inhibition, % at 4.98 µM. hit rate 0.21% among 340,000. AID 504734, 2011;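 active means inhibition above the mean over all tested compounds plus 3 SD, cut at about 21% in these data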;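 further: 0% = DMSO only wells and 100% = clavulanate BLA inhibitor control wells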
NOD2-RIPK2 inh – NOD2-RIPK2 binding disruptors in cells, primary screen, fluorescence, CHO cells, BLA complementation; CCF4 ratio; inhibition, % at 4.98 µM; hit rate 0.38% among 360,000; AID 624267, 2012; in the data active means inhibition above about 21%;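 further: 0% = vehicle only and 100% = reference blocker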
C8 TRAIL sens – viability loss with TRAIL in NB7+C8 cells, primary screen, TRAIL sensitizer project, cell-based, ATPlite luminescence; inhibition (viability loss, TRAIL sensitization), % at 10 µM; hit rate 1% among 360,000;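 active means compounds causing at least 50% loss of cell viability in the single-dose screen, relative to plate controls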
TWEAK Fn14 block – inhibitors of TWEAK-Fn14 signaling, primary screen, luciferase reporter cells, uHTS | inhibition, % at 10 µM | TWEAK-stimulated Fn14 reporter cells, luciferase luminescence, 8 h | AID 1159606, 2016 | hit rate 2% among 360,000; in the data active means inhibition above about 50%
NCOA2 inhibitor – inhibition of GAL4-SRC2 driven luciferase reporter, primary screen, SRC2 inhibitor project, cell-based, luminescence; Nuclear receptor coactivator 2 (Homo sapiens), Q15596; HEK293 GAL4-SRC2 luciferase reporter; inhibition, % at 9 µM; hit rate 0.17% among 370,000;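 active means inhibition above the mean inhibition of all tested compounds plus 3 SD, set per campaign, cut at about 52% in these data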;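 further: 0% = DMSO treated cells and 100% = cells given Gossypol at 36 µM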
SRC1 inh – SRC1 coactivator transcriptional activity inhibitors, primary screen, cell-based, luminescence | HEK293 GAL4-SRC1 luciferase reporter | Nuclear receptor coactivator 1 (Homo sapiens), Q15788 | hit rate 0.12% among 360,000 | inhibition, % at 3.6 µM;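 active means inhibition above the campaign mean plus 3 SD, with each screening campaign given its own cutoff, cut at about 60% in these data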;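 further: 0% = DMSO treated cells and 100% = gossypol at 36 µM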
NR5A2 inv ag – LRH-1 (NR5A2) inverse agonists, primary screen, cell-based, luminescence, HEK293T, StAR-luciferase reporter. Nuclear receptor subfamily 5 group A member 2 (Homo sapiens), O00482. LRH-1 transfected, 24 h. inhibition, % at 3.6 µM. hit rate 0.13% among 360,000. AID 602396, 2012;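 active means inhibition above the mean inhibition of all tested compounds plus 3 SD, cut at about 73% in these data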;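 further: 0% = DMSO wells and 100% = reporter-only cells lacking LRH-1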
Target sequence (O00482 whole entry, looked up): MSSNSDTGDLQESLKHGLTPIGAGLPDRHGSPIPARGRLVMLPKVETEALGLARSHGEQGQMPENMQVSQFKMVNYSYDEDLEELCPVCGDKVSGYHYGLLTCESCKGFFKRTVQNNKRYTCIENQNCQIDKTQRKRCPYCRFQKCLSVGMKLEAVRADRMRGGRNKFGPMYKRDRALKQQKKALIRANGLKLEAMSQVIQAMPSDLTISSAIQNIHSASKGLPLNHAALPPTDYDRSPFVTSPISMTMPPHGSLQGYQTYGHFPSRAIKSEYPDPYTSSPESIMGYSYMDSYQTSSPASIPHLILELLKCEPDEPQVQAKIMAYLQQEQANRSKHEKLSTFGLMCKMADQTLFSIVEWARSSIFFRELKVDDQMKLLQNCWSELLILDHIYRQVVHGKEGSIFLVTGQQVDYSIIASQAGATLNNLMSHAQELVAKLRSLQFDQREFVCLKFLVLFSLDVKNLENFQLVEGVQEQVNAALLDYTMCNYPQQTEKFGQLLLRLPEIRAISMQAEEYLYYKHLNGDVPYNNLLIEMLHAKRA
The depositor's hits bear a star; / = not tested or not shown. A portion of the library, so the mix of outcomes need not match the whole.

nr	smiles	NR2F2 inh	EBV LMP1 NFkB	TROY NFkB inh	NCOA3 inh	TLR9-MyD88 inh	NOD2-RIPK2 inh	C8 TRAIL sens	TWEAK Fn14 block	NCOA2 inhibitor	SRC1 inh	NR5A2 inv ag
1	NS(=O)(=O)c1ccc(NC(=O)c2cccc(N3C(=O)c4ccccc4C3=O)c2)cc1	-6	-2	17	10	4	10	10	-16	-6	-19	17
2	COc1cccc(C2CNC3(CCCC(C)C3)c3[nH]c4ccccc4c32)c1OC (stereo not drawn)	-3	-6	21	2	5	7	-16	2	-35	-19	13
3	OC(CNCC#Cc1ccccc1)c1ccccc1 (stereo not drawn)	-18	3	-9	7	2	-8	11	-3	-14	-10	11
4	Cc1noc(C)c1NC(=O)N(C)C[C@H]1Oc2c(NC(=O)c3ccncc3)cccc2C(=O)N([C@H](C)CO)C[C@@H]1C	-15	0	-9	13	13	-5	-9	1	-28	6	2
5	Cc1ccc(C(=O)NCN2CCN(c3ccc(F)cc3)CC2)cc1	18	22	0	10	3	-1	-2	-2	-35	-3	9
6	COCc1nc2ccccc2n1Cc1c(F)cccc1Cl	14	4	14	13	-5	-3	-2	12	2	-3	-10
7	CC(=O)c1cc2c(cc1NC(=O)Cn1nc(C)c(C)c(C#N)c1=O)OCO2	-13	-10	10	-1	-6	-2	3	-5	-10	-17	-24
8	O=S1(=O)CC(N2CCCC2)CN1Cc1cn(Cc2cccc(C(F)(F)F)c2)nn1 (stereo not drawn)	-4	/	0	/	/	-10	-4	5	2	/	-1
9	O=C(NCc1cccnc1)c1cc(C(=O)C2CC2)c[nH]1	-22	-1	-18	13	-1	-10	-6	33	23	4	26
10	CCN(C(=O)CSc1nc2ccccc2c(=O)n1-c1cccc(C)c1)C1CCS(=O)(=O)C1 (stereo not drawn)	8	-3	21	7	-7	-6	3	20	-2	-10	4

Results in TROY NFkB inh, for 2 of the compounds above:
| cpd | canonical_smiles | TROY NFkB inh |
| --- | --- | --- |
| 9 | O=C(NCc1cccnc1)c1cc(C(=O)C2CC2)c[nH]1 | -18 |
| 5 | Cc1ccc(C(=O)NCN2CCN(c3ccc(F)cc3)CC2)cc1 | 0 |

The list goes on.
nr	smiles	NR2F2 inh	EBV LMP1 NFkB	TROY NFkB inh	NCOA3 inh	TLR9-MyD88 inh	NOD2-RIPK2 inh	C8 TRAIL sens	TWEAK Fn14 block	NCOA2 inhibitor	SRC1 inh	NR5A2 inv ag
11	CCOc1cccc(=O)c2c(C)n(Cc3ccccc3)c(C)c12	-10	2	4	12	2	-8	0	1	4	-7	-6
12	CC(C)OC(=O)C(C)(C)Oc1ccc(C(=O)c2ccc(Cl)cc2)cc1	23	6	3	-13	0	-4	7	1	-14	-18	22
13	CC(=O)N(C)N1c2ccccc2CCc2ccccc21	-2	-2	-13	11	-2	-5	0	13	1	-8	2
14	O=C(NCCN1CCN(Cc2ccccc2)CC1)C1c2ccccc2C(=O)N2CCc3ccccc3C12 (stereo not drawn)	2	2	11	-6	-2	-9	3	3	-5	-6	4
15	O=C(c1ccc(S(=O)(=O)N2CCCC2)cc1)N(c1ccccc1)C1C=CS(=O)(=O)C1 (stereo not drawn)	-19	4	-18	1	5	-4	2	-5	16	1	-1
16	CCCCOc1ccc(N2C(=O)CC(N(O)c3ccccc3)C2=O)cc1 (stereo not drawn)	11	-13	-27	-3	4	4	-13	1	16	-39	-25
17	O=C(CC1C(=O)NCCN1Cc1ccc(-c2ccccc2)cc1)NCc1ccccc1 (stereo not drawn)	7	0	-12	7	-6	-3	-5	11	-9	6	-6
18	O=C(NCCCN1CCOCC1)C1COc2ccccc2O1 (stereo not drawn)	-13	-5	6	1	1	-3	-6	2	11	-19	5
19	COc1ccc(CCNc2nc(-c3sc(C)nc3C)cs2)cc1OC	8	1	-2	-10	-4	-8	-6	-46	24	6	2
20	NC(=O)C1CCN(C(=O)c2ccc(NS(=O)(=O)c3ccc(F)c(F)c3)cc2)CC1	15	2	-18	3	-4	-5	7	4	18	-14	9

Among those listed so far, these have a Cl atom.
nr	smiles	NR2F2 inh	EBV LMP1 NFkB	TROY NFkB inh	NCOA3 inh	TLR9-MyD88 inh	NOD2-RIPK2 inh	C8 TRAIL sens	TWEAK Fn14 block	NCOA2 inhibitor	SRC1 inh	NR5A2 inv ag
6	COCc1nc2ccccc2n1Cc1c(F)cccc1Cl	14	4	14	13	-5	-3	-2	12	2	-3	-10
12	CC(C)OC(=O)C(C)(C)Oc1ccc(C(=O)c2ccc(Cl)cc2)cc1	23	6	3	-13	0	-4	7	1	-14	-18	22

Some of the entries so far, screen by screen.
16) CCCCOc1ccc(N2C(=O)CC(N(O)c3ccccc3)C2=O)cc1 (stereo not drawn)
6) COCc1nc2ccccc2n1Cc1c(F)cccc1Cl

assay / entry	16	6
NR2F2 inh	11	14
EBV LMP1 NFkB	-13	4
TROY NFkB inh	-27	14
NCOA3 inh	-3	13
TLR9-MyD88 inh	4	-5
NOD2-RIPK2 inh	4	-3
C8 TRAIL sens	-13	-2
TWEAK Fn14 block	1	12
NCOA2 inhibitor	16	2
SRC1 inh	-39	-3
NR5A2 inv ag	-25	-10

Additional compounds follow:
nr	smiles	NR2F2 inh	EBV LMP1 NFkB	TROY NFkB inh	NCOA3 inh	TLR9-MyD88 inh	NOD2-RIPK2 inh	C8 TRAIL sens	TWEAK Fn14 block	NCOA2 inhibitor	SRC1 inh	NR5A2 inv ag
21	COc1ccc([C@H]2CC(=O)C=C(c3cccc4c3Oc3ccccc3S4)C2)cc1OC	-4	-4	11	-6	-6	-17	17	43	-16	-1	-20
22	COc1ccccc1CNC(=O)COC(=O)Cc1c(Cl)cccc1Cl	3	7	1	12	0	-3	-5	-13	-27	-8	-7
23	C/C(=N\NC(=O)c1cccc(Br)c1)c1cccnc1	-14	-1	13	-22	-7	11	-5	-20	-31	-13	-19
24	CCC(C)(C)n1nnnc1C(c1cc2ccc(OC)cc2[nH]c1=O)N1CCN(C2CCCCC2)CC1 (stereo not drawn)	0	-1	6	8	7	-3	8	6	9	-21	-7
25	CN(C)S(=O)(=O)c1ccc(C(=O)NC(=O)CSc2nnnn2C)cc1	9	-1	0	-15	0	-10	-12	20	-27	-17	17
26	Cc1nc2nc(C(F)(F)F)[nH]c2nc1C	4	-1	-7	-3	-1	12	3	23	-6	0	7
27	O=C(O)CC(c1ccccc1)n1cccc1 (stereo not drawn)	-1	-4	8	-10	4	-5	-7	4	-5	2	-3
28	Cc1cc2nnc(SCC(=O)NC3CCCCC3)n2c(N)n1	14	-6	4	-25	1	0	3	10	-11	-24	17
29	O=C(CSc1ccccn1)Nc1ccccc1F	-5	-8	-20	-23	4	-6	2	-4	1	-14	-42
30	COc1ccc(S(=O)(=O)Cc2ccc(C(=O)N3CCc4ccccc4C3)o2)cc1	16	0	7	6	8	-4	5	6	-13	3	28

Going on with the list:
nr | SMILES | NR2F2 inh | EBV LMP1 NFkB | TROY NFkB inh | NCOA3 inh | TLR9-MyD88 inh | NOD2-RIPK2 inh | C8 TRAIL sens | TWEAK Fn14 block | NCOA2 inhibitor | SRC1 inh | NR5A2 inv ag
31 | Cc1c(C(=O)N2CCCC2)c(S(=O)(=O)N2CCCCC2)c(C)n1C | -8 | -2 | -20 | 9 | -7 | -16 | -4 | 9 | -20 | -29 | 8
32 | Cn1c(SCC(=O)N2CCOCC2)nnc1-c1ccc(NC(=O)c2ccccc2F)cc1 | 7 | -3 | 19 | -8 | -3 | -2 | -14 | -11 | -27 | 10 | 1
33 | CCOc1cc(/C=C2\SC(=Nc3ccccc3)N(c3ccccc3)C2=O)ccc1OCC(=O)O | -11 | -2 | -14 | 21 | 0 | 8 | -2 | -21 | -42 | -22 | 1
34 | CN(C)CCCNc1ncc(C(F)(F)F)cc1Cl | 8 | -5 | -6 | 12 | 5 | 2 | -1 | -17 | -5 | -10 | -3
35 | COc1ccc(N(CC(=O)Nc2ccccc2C)S(=O)(=O)c2c(C)[nH]c(=O)[nH]c2=O)cc1 | 12 | -13 | 9 | 16 | -12 | 3 | 5 | -13 | -1 | 2 | 7
36 | Nc1ccccc1SC/C=C/CSc1ccccc1N | -10 | -14 | 8 | -35 | 5 | -5 | 16 | 16 | -20 | -21 | -25
37 | N#Cc1nc(-c2ccc(Cl)cc2)oc1NCc1ccco1 | -19 | -19 | -56 | -42 | 0 | 10 | 3 | -25 | -21 | -32 | -42
38 | O=C(O)c1ccc(NC(=O)c2ccc3c(c2)C(=O)N(CC2CCCO2)C3=O)cc1 (stereo not drawn) | 6 | 1 | -4 | -8 | 3 | 1 | -14 | -3 | 3 | -24 | 12
39 | COc1ccc2nc(NCCCO)[nH]c2c1 | 1 | 0 | -1 | 13 | 2 | -5 | 6 | 1 | 0 | -1 | -9
40 | CCC(C)(C)NC(=O)c1cc(S(=O)(=O)N2CCc3ccccc32)cn1C | 33 | 1 | 18 | -5 | -6 | 3 | 6 | 15 | 16 | 11 | 22
41 | CCN(C[C@H]1N[C@@](CC)(C(=O)OC)[C@H]2C(=O)N(Cc3ccccc3)C(=O)[C@@H]12)C(=O)COC | -13 | -4 | -11 | 4 | 6 | 2 | -13 | 3 | -12 | -1 | -36
